# Compound activity deposited in PubChem by National Center for Advancing Translational Sciences (NCATS).
# Pf Dd2 inh: blocks in vitro growth of P. falciparum Dd2; P. falciparum Dd2 growth, SYBR Green, 72 h; Potency, µM (titrated, usually from 28.9 µM), without a hit: top-dose activity, negative = inhibition, actives largely listed as inhibitors; 120,000 compounds, 4.3% hits; AID 1347417; active means well fitted inhibition curve with a large enough effect; inconclusive means small, poorly fitted or top-dose-only effect; inactive means no such curve, though single readings can be large or run the other way;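 further: plate controls were DMSO vehicle for no effect and reference drug for full effect; nearly all actives have a fitted effect of over 65% in size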
#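 Infected erythrocytes (Dd2, 0.3% parasitemia, 2.5% hematocrit final) are added to compound in RPMI-1640/Albumax II medium, grown 72 h at 37C in low oxygen, then lysed with saponin/Triton-X containing SYBR Green and read by fluorescence.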
# Active calls of the source: *; i = inactive; ? = inconclusive; [ ] = dose if it differs, or a comment. Potency means the concentration at half of the fitted maximal effect. These rows are one share of the data (hit frequency here may not be typical).
compound | Pf Dd2 inh
N#Cc1ccc(C(=O)Nc2ccc(=O)n3c2[C@@H]2C[C@@H](CN(C(=O)c4ccc(F)cc4)C2)C3)cc1 | -8%
O=c1oc2ccc(Br)cc2cc1-c1csc(-c2ccccc2)n1 | 23%
C#C[C@H]1CN2CC[C@H]1C[C@@H]2CNC(=O)Nc1ccc(C(C)=O)cc1 | ?
Cc1ccc(-c2c3c(=O)n(C)c(=O)n(C)c3c3c(-c4cccc(C)c4)nc4ccccc4n23)cc1 | i
Cc1noc(C)c1-c1cc(-c2cncnc2)cn2cncc12 | -3%[44.1 µM]
COC1CN(C2CCN(C(=O)c3sc(C)nc3C)CC2)C12CCOCC2 (stereo not given) | -17%
CC(C)CC(O)C(=O)N1CCC(n2nccc2NC(=O)c2ccccc2)CC1 (stereo not given) | -2%
O=C(CSc1nc(-c2ccccc2)nc2c1CCCC2)c1ccc(Cl)cc1 | 19%

# Next part
compound | Pf Dd2 inh
COc1ccc(-c2cc(N3CCCC(NC(=O)c4ccsc4)C3)n[nH]2)cc1 (stereo not given) | -8%
CC(C)NC(=O)c1cc(-c2ccc([S+](C)(=O)[O-])cc2)c2cccn2n1 | -26%
Cc1ccccc1-c1noc(-c2cccnc2N2CCN(c3ccccc3)CC2)n1 | 0%
CCOc1ccc(OCC)c(NC(=O)c2cc(CN3CCOCC3)on2)c1 | -15%
COc1cccc(CNC(=O)CSc2n[nH]c(-c3ccccc3Cl)n2)c1 | 16%
Cc1cnc(C(=O)NCCc2ncc(C)n2C2CC2)cn1 | i
Cc1ccc(-c2nnc3ccc(NCCc4ccccc4)nn23)nc1 | ?
CCOC(=O)c1c(C)[nH]c(C)c1S(=O)(=O)N1CCCC(C(=O)Nc2cccc(C)n2)C1 (stereo not given) | -5%

# (listing goes on)
compound | Pf Dd2 inh
O=C(CCc1nc2ccccc2[nH]1)N1C[C@@H](CO)[C@H](c2ccncc2)C1 | 23%
CCOc1ccc(NC(=O)C2CCC(CNS(=O)(=O)c3ccc4c(c3)CCCC(=O)N4)CC2)cc1 (stereo not given) | i
CCNC(=O)N1CCC(Cc2ccc(C(N)=O)cc2)CC1 | 10%
CN(C)Cc1cc(C[C@@H]2C[C@H](NS(=O)(=O)c3ccc(F)cc3)C2(C)C)no1 | -4%[44.1 µM]
Cc1ccc(N2CCN(S(=O)(=O)c3c(C)[nH]c(=O)[nH]c3=O)CC2C)cc1 (stereo not given) | 30%
COc1ccc(S(=O)(=O)N2CCC3(CC2)CC(OC)CCO3)cc1 (stereo not given) | 12%
Cc1nn(CCC#N)c(C)c1[C@@H]1C=C[C@@H](NC(=O)Nc2ccccc2)C1 | -16%[44.1 µM]
Cc1nc(N2CCCC(Cn3ccnc3)C2)c2sccc2n1 (stereo not given) | -3%

# Additional records.
compound | Pf Dd2 inh
CN(CCNC(=O)c1cn2ccnc(-c3ccccc3)c2n1)C1CCCCC1 | i
CN(C)C(=O)c1nc(-c2ccc(Cl)cc2)c2ccccn12 | -9%[44.1 µM]
Cc1cc(C2CC(C(=O)NCc3ccco3)CN(C(=O)c3ccccc3)C2)ccc1F (stereo not given) | -5%
Cc1ccc(Cn2c(=O)n(CCCCC(=O)NCc3ccccc3Cl)c(=O)c3ccccc32)cc1 | ?
CCOc1ccccc1NC(=O)Cn1c(N2CCC(C)CC2)nc(C)cc1=O | 11µM*
Cc1ccc2c(n1)N(C)[C@H](CO)CCN(Cc1ccccc1F)C2 | ?
CN(C)[C@@H]1CN(C(=O)CN2CCCCCC2)CC[C@@H]1CO | 41%[activator]
Cc1ccc(NC(=O)c2cc3c(N4CCSCC4)nc(C)cn3n2)cc1 | i

# More records
compound | Pf Dd2 inh
COc1ccccc1CN1CC2(C1)C(=O)N(Cc1ccccc1)C(=O)[C@@H]1C[C@@H](O)CN12 | ?
O=C(CN1CCCc2nc(C3CC3)ncc2C1=O)NCc1ccc(OC(F)(F)F)cc1 | 1%
O=C(c1ccsc1)N1CCC2(CC1)CC(N(C(=O)c1ccccc1)C1CC1)CCO2 (stereo not given) | -10%
CCN1CCN(C(=O)c2cnn(-c3ccc(F)cc3F)c2C2CCN(C(=O)OC(C)(C)C)CC2)CC1 | -6%
CCS(=O)(=O)N(C1CC1)C1CCOC2(CCN(C(=O)NCc3ccccc3)CC2)C1 (stereo not given) | i
CC(C)CC(=O)Nc1ccc2nc(SCC(=O)N3CCOCC3)sc2c1 | -13%
COCCNCc1ccc(-c2cccc(Cl)c2)o1 | ?
Cc1noc(C2CC3(CCN(C(=O)Cc4cccc(F)c4)CC3)CN2C)n1 (stereo not given) | ?

# Following part.
compound | Pf Dd2 inh
COc1cccc(-c2nc(N3CCCCC3)ncc2C(=O)O)c1 | -12%
O=C1CC(c2ccccc2)N(C(=O)C2CC2)CCCN(C(=O)CCc2c[nH]c3ccccc23)CCN1 (stereo not given) | i
Cc1nc(-c2ccccc2Br)cc([C@H]2CN3CC[C@H]2C[C@@H]3CNC(=O)NC2CCCCC2)n1 | i
CCCOc1cccc(NC(=O)c2c(-c3ccccc3Cl)noc2C)c1 | 17%
CCOc1ccccc1C(=O)Nc1ccc(S(=O)(=O)N2CCCCC2c2cccnc2)cc1 (stereo not given) | ?
CCOC(=O)Cc1ccc(NC(=O)Nc2c[nH]c(=O)[nH]c2=O)cc1 | 18%
CN(Cc1ccccc1)c1ncnc2c1CCN(C(=O)C1CCC1)CC2 | -20%
COc1ccc(-c2nc3nc(C)cc(Nc4ccc(C(C)=O)cc4)n3n2)cc1 | -10%

# (further entries)
compound | Pf Dd2 inh
O=C(NCCOc1ccccc1)c1cnc2n1CCN(Cc1cccs1)CC2 | 21%[44.1 µM]
Cc1ccc(S(=O)(=O)c2nnn3c2nc(N2CCN(c4ccccc4F)CC2)c2cc(Cl)ccc23)cc1C | ?
CCN1C(=O)CCN(C(=O)NCc2ccccc2)CC12CCOCC2 | 2%
COc1ccc(NC(=O)CN2C(=O)COc3ccc(C(=O)COc4cccc(F)c4)cc32)cc1 | i
Cc1cccc(Cn2nnc3c(=O)[nH]c(C4CCCN(C(=O)c5ccc(C(C)(C)C)cc5)C4)nc32)c1 (stereo not given) | 1µM*
O=C1NCCCCCCN(C(=O)CCC2CCCC2)[C@H]2C[C@H](c3nc(Cc4ccccc4)no3)C[C@@H]12 | ?
COc1ccc(C(=O)N[C@@H]2CCC[C@@H]2C(=O)NCc2ccccc2C(F)(F)F)cc1 | ?
c1ccc(-c2noc(Nc3ccc4c(c3)OCCO4)n2)cc1 | ?

# The list goes on:
compound | Pf Dd2 inh
CN1c2cc(C(=O)Nc3ccc4c(c3)CCC4)ccc2C(=O)N2CCCCCC21 (stereo not given) | i
COCC1CN(C(C)=O)CC12CCN(C(=O)c1ccc(C(F)(F)F)cc1)CC2 (stereo not given) | 14%
COc1ccc(-c2nc(N3CCOCC3)cc3c2CN(CC2CC2)C3=O)cn1 | -4%[44.1 µM]
CCn1cc(C(=O)NCCCOC(C)C)c(=O)c2cc(S(=O)(=O)N3CCOCC3)ccc21 | -4%
COc1cc(-c2nc(-c3ccccc3)c(-c3ccc(Br)cc3)[nH]2)cc(OC)c1O | 1.4µM*
Cc1ccc(/C=C/c2onc(C)c2S(=O)(=O)N2CCC(C(=O)N3CCOc4ccc(C)cc43)CC2)cc1 | 6%
COCC(=O)N1CCC2(CC1)OC(=O)N(CCOc1ccccc1)C2(C)c1cccnc1 (stereo not given) | -25%[44.1 µM]
CC(=O)c1cccc(NC(=O)CSc2ncc3c(n2)-c2cc(Cl)ccc2N(Cc2ccccc2)S3(=O)=O)c1 | ?

# The results go on.
compound | Pf Dd2 inh
O=C(c1nnc(CN2CCOCC2)n1Cc1ccccc1)N1CCC[C@@H]1c1ccc(Br)cc1 | i
O=C(NC1CCOC1)c1ccc2oc(-c3ccc(C(F)(F)F)cc3)nc2c1 (stereo not given) | -2%
COc1cc(CN2CC[C@H](CNC(=O)C3CC3)[C@H](N(C)C)C2)cc(OC)c1 | ?
CC(c1cccs1)N(C)Cc1ccccc1 (stereo not given) | -3%[76.6 µM]
O=C(CN1C(=O)COc2ccc(S(=O)(=O)N3CCCCCC3)cc21)N1CCN(c2cccc(Cl)c2)CC1 | ?
CCN1c2cc(C(=O)Nc3cc(C)cc(C)c3)ccc2C(=O)N2CCCC21 (stereo not given) | ?
Cc1ccc(Nc2ncnc3sc4c(c23)CCC(C)C4)cc1C (stereo not given) | 7%
O=C(NCc1ccc2c(c1)OCO2)c1csc(N2CCN(c3ccc(F)cc3)CC2)n1 | i

# Other structures
compound | Pf Dd2 inh
C[C@@]1(O)CCN(Cc2cccc(F)c2)C[C@H]1N1CCCC1 | -23%[5.79 µM]
O=C(O)c1ccc(CN[C@@H]2CO[C@H](CNS(=O)(=O)c3ccccc3)[C@H]2O)cc1 | -2%[44.1 µM]
Cc1ccc(-c2nc(C)c(CCNS(=O)(=O)c3ccccc3F)s2)cc1 | 15%
Cc1ccc2nc3n(c2c1)[C@@H](CNCc1ccc(C#N)cc1)COC3 | -9%[44.1 µM]
CC(C)NC(=O)c1nc(-c2cc(Cl)cc(Cl)c2)c2ccccn12 | -14%
CCc1cc(N2CCCC(C(=O)c3sccc3C)C2)ncn1 (stereo not given) | i
COc1ccc(OC)c(CNS(=O)(=O)c2c(C(=O)N3CCCCCC3)c(C)n(C)c2C)c1 | ?
O=S(=O)(c1ccc(Br)cc1)N1CCC(n2cnnc2C2CC2)CC1 | 0%

# More entries
compound | Pf Dd2 inh
O=C(NCC1CCOCC1)Nc1c(F)cccc1F | 4%
Cc1ccc(-c2ccc3nnc(CNC(=O)Cc4ccsc4)n3n2)cc1C | -6%
COc1ccc(C(=O)N2CCC(N3C(=O)CCC3C(=O)NC(C)C)CC2)cc1 (stereo not given) | 9%
O=C(NCCc1ccccc1)N1CCCC(Cn2cnc3cccnc32)C1 (stereo not given) | i
O=C(C[C@@H]1C[C@H]2O[C@H](CNC3CCOCC3)[C@@H](O)[C@H]2O1)N1CCC(F)(F)C1 | 10%[44.1 µM]
CCCOc1ccc(C(=O)Nc2cccc(-c3nc4ccccc4[nH]3)c2)cc1 | -2%
CCCCOc1ccc(C(C)NC(=O)CN2C(=O)CSc3ccc(S(=O)(=O)N4CCOCC4)cc32)cc1 (stereo not given) | -24%
CCCNC(=O)Cc1ccc(N(Cc2ccc(F)cc2)C(=O)c2ccco2)cc1 | i

# The results go on:
compound | Pf Dd2 inh
Cc1ccc(C2Cn3nnc(C(=O)N4CCC(C(=O)NCCC5=CCCCC5)CC4)c3CO2)cc1 (stereo not given) | i
CC(=O)N[C@H](C)c1onc(-c2ccc(Cl)cc2)c1C(=O)O | 14%[44.1 µM]
O=C(Nc1ccccc1)N[C@H]1[C@H](O)[C@@H](Oc2ccccc2)[C@@H]2OC[C@H]1O2 | ?
CCOc1ccccc1C(=O)NC1CCN(c2cnn(CCOC)c(=O)c2)CC1 | i
Cc1ccc([S+](=O)([O-])N2CCC3OCCN(C(C)C)C(=O)C3C2)cc1 (stereo not given) | -21%[44.1 µM]
O=C1NCCCCCN(Cc2cccnc2)[C@@H]2CN(C(=O)Nc3ccccc3F)CC[C@@H]12 | -9%
O=C(NCc1ccco1)C1CC(c2ccccc2)CN(C(=O)c2ccoc2)C1 (stereo not given) | i
CC1(C)CN(C(=O)c2ccc(CSc3ccccn3)cc2)CC1(C)O (stereo not given) | -4%

# More entries follow.
compound | Pf Dd2 inh
CCCN(C)C(=O)c1c(-c2ccc(OC)cc2)noc1[C@H](C)O | -4%[44.1 µM]
O=C1c2c(nc(COc3ccccc3)n2Cc2ccccc2)NCCN1Cc1cccc(Cl)c1 | ?
O=C(CN1C(=O)C2CCCCN2c2ccc(C(=O)N3CCCC3)cc21)NCc1cccc(F)c1 (stereo not given) | ?
Cc1cccc(C)c1OC(=O)CSc1nnc(-c2cccs2)o1 | 17%
N#CC1CCN(C(=O)c2c[nH]c3ncccc23)CC1 | 1%[44.1 µM]
COc1cc2c(cc1OC)C(C[C@H]1CN(C(=O)c3ccc4c(c3)OCO4)CC[C@H]1CC(=O)O)=NCC2 | -13%
O=C(COc1ccc(Cl)cc1)NCC(c1ccco1)S(=O)(=O)c1ccccc1 (stereo not given) | 8%
Cc1ccc(OC2(C(=O)NC(C)c3nn[nH]n3)CCNCC2)cc1 (stereo not given) | ?

# (continued)
compound | Pf Dd2 inh
O=C1CC(c2ccccc2)N(C(=O)CNC(=O)c2ccc3[nH]ccc3c2)CCCCCN1 (stereo not given) | ?
O=C(N[C@H]1CO[C@H]2[C@@H]1OC[C@@H]2n1nnnc1-c1ccc2c(c1)OCO2)c1ccc(C(F)(F)F)cc1 | -22%
CCOc1ccc2c(n1)CCN(C(=O)c1cccc(OC)c1)C2 | 22%
COc1cc(Nc2nc(SCc3cccc(Cl)c3)nc3ccccc23)cc(OC)c1 | 10µM*
O=C(CC(c1ccccc1)c1ccccc1F)N1CCSCC1 (stereo not given) | -14%

# Among those listed so far, 9 contain a thiophene ring, fused or not.
compound | Pf Dd2 inh
COc1ccc(-c2cc(N3CCCC(NC(=O)c4ccsc4)C3)n[nH]2)cc1 (stereo not given) | -8%
Cc1nc(N2CCCC(Cn3ccnc3)C2)c2sccc2n1 (stereo not given) | -3%
O=C(c1ccsc1)N1CCC2(CC1)CC(N(C(=O)c1ccccc1)C1CC1)CCO2 (stereo not given) | -10%
O=C(NCCOc1ccccc1)c1cnc2n1CCN(Cc1cccs1)CC2 | 21%[44.1 µM]
CC(c1cccs1)N(C)Cc1ccccc1 (stereo not given) | -3%[76.6 µM]
Cc1ccc(Nc2ncnc3sc4c(c23)CCC(C)C4)cc1C (stereo not given) | 7%
CCc1cc(N2CCCC(C(=O)c3sccc3C)C2)ncn1 (stereo not given) | i
Cc1ccc(-c2ccc3nnc(CNC(=O)Cc4ccsc4)n3n2)cc1C | -6%
Cc1cccc(C)c1OC(=O)CSc1nnc(-c2cccs2)o1 | 17%
